PvdQ inh: P. aeruginosa PvdQ acylase inhibition | hit rate 0.063% among 340,000 | purified PvdQ acylase, fluorescence plate reader | inhibition, % at 10 µM; in the data active = inhibition above about 30%, passing the limit was not always enough;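 also: 0% = vehicle neutral wells and 100% = reference inhibitor wells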
MITF act: MITF TRPM1 promoter activation in melanoma cells. SK-MEL-5 TRPM1-promoter luciferase, 24 h; % of positive control, neutral wells = 0. activation, % at 12.5 µM. hit rate 0.75% among 300,000. AID 588334;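 active = mean activation of at least 80% with every replicate also reaching 80%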;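 also: 0% = neutral control wells and 100% = parthenolide positive control wells; values of inactives mirror those of a sister screen read the other way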
Rtt109 Vps75: inhibitors of Candida albicans Rtt109/Vps75 histone acetyltransferase. Q5AAJ8. purified Rtt109/Vps75, ThioGlo CoA-SH fluorescence, 4 h. inhibition, % at 34.9 µM. hit rate 0.16% among 330,000. AID 540336;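 active = inhibition of at least 50% in every replicate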
SR-BI DiI inh: blocks mouse SR-BI lipid uptake from DiI-HDL; Q61009; ldlA[mSR-BI] CHO cells, DiI-HDL uptake fluorescence, 3 h; inhibition, % at 12.5 µM; hit rate 0.96% among 320,000;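 active = mean replicate inhibition of at least 70% and a set share of replicates each scoring 70 or more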;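 also: 0% = median of neutral control wells and 100% = median of positive control wells; values of inactives mirror those of a sister screen read the other way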
HTR5A ag ctr: activates human HTR5A in OPRM1-OPRD1 agonist counter-screen; P47898; HTR5A agonist assay, luminescence, cell-based; activation, % at 9.3 µM; hit rate 0.61% among 340,000; in the data active = activation mostly above about 9.5%, no sharp cut-off; inactive = mostly below about 7.6%;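 also: 0% = cells with vehicle only and 100% = reference agonist; strong numbers were not always called active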
SR-BI DiI-HDL act: activators of SR-BI mediated HDL lipid uptake. CHO ldlA[mSR-BI] cells, DiI-HDL uptake fluorescence, 3 h; 100 = double the neutral-control signal. activation, % at 12.5 µM. hit rate 0.096% among 320,000. AID 504775;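 active = mean replicate activation of at least 60% and every replicate at or above 60%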;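 also: 0% = median plate neutral-control signal and 100% = twice that signal; values of inactives mirror those of a sister screen read the other way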
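Test system: SR-BI-overexpressing, LDLR-lacking CHO cells; Medium: Ham's F12 with 0.5% BSA, HEPES 25 mM, pH 7.4; Schedule: 3 h, 37 °C; Technique: bottom-read fluorescence, 550/595 nm.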
CDK5 inh: inhibitors of human CDK5/p35 kinase; inhibition, % at 10 µM; Q00535+Q15078; AID 488839; hit rate 0.01% among 330,000; Recombinant CDK5/p35, ADP-Glo luminescence, 60 min;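 active = highest replicate inhibition of at least 50% and at least 75% of replicates reaching 50%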;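 also: plate controls were DMSO neutral control for no effect and GW8510 at 10 µM for full effect; many of its hits are not listed in these tables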
Target sequence (Q00535 whole entry, looked up): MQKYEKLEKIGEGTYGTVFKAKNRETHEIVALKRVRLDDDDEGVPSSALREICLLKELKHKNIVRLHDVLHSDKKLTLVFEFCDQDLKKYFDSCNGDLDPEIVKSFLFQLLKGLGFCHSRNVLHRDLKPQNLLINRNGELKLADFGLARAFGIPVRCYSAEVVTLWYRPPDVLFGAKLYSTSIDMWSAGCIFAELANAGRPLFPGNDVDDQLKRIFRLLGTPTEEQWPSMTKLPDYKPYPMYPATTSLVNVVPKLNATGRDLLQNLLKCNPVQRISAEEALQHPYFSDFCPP
Target sequence (Q15078 whole entry, looked up): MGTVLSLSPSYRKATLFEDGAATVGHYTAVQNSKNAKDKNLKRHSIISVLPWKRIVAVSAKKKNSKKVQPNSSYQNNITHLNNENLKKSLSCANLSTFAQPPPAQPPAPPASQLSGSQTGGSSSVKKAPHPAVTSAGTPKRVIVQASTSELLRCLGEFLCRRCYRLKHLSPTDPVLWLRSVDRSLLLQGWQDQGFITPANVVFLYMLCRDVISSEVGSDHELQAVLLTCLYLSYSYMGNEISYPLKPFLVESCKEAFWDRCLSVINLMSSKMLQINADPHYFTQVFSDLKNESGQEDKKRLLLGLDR
dFosB act: activators of mouse delta FosB homodimer. hit rate 0.99% among 340,000. purified delta FosB, TAMRA-CDK5 oligo fluorescence polarization; percent of positive-control signal above neutral wells. P13346. activation, % at 25 µM;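 active = mean activation above about 17%, with every replicate also reaching it, limit read from the data, passing the limit was not always enough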;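 also: fluorescence polarization rise as delta FosB binds a TAMRA Cdk5 AP-1 oligo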
Target sequence (P13346 whole entry, looked up): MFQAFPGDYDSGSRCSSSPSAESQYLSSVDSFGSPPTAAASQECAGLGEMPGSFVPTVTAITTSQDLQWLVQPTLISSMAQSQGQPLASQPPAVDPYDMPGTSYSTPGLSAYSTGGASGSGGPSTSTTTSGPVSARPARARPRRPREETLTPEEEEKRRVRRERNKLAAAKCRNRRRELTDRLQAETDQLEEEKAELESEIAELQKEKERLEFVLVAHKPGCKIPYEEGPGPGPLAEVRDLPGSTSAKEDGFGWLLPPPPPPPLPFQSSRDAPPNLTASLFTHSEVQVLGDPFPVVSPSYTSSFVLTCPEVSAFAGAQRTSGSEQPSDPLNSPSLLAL
Wnt bcat act: activators of Wnt/beta-catenin signaling. Wnt/beta-catenin reporter cell assay, activator, plate reader. activation, % at 9.35 µM. hit rate 1.2% among 300,000; in the data active = activation above about 30%, passing the limit was not always enough;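 also: 0% = neutral control wells and 100% = positive control wells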
RTF Ca sens act: cardiac RTF calcium sensitization; IANBD-labeled TnC RTF fluorescence at EC20 calcium; 0% EC20 calcium, 100% full calcium; activation, % at 7.2 µM; hit rate 0.24% among 340,000; AID 493008;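 active = activation above the mean over all tested compounds plus 3 SD, cut at about 30% in these data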;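 also: rise in fluorescence read as greater calcium sensitivity of cardiac thin filaments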
* = called active by the depositor.

How did O=C(NNc1ccc([N+](=O)[O-])cc1)c1ccccc1Cl do in these assays?
PvdQ inh: 23; MITF act: 15; Rtt109 Vps75: 3; SR-BI DiI inh: -25; HTR5A ag ctr: -1; SR-BI DiI-HDL act: 25; CDK5 inh: -6.2; dFosB act: -4; Wnt bcat act: 10; RTF Ca sens act: -3

Results for COc1ccc(N(CC(=O)N2CCCCC2)S(=O)(=O)c2c(C)nn(C)c2C)cc1 ?
PvdQ inh: -2; Rtt109 Vps75: 7; SR-BI DiI inh: -25; HTR5A ag ctr: -1; SR-BI DiI-HDL act: 25; CDK5 inh: 1.7; dFosB act: -10; Wnt bcat act: 3; RTF Ca sens act: 6

Results for CCOC(=O)c1sc(N(Cc2ccccc2)C(=O)COC(=O)c2ccccc2O)nc1C ?
PvdQ inh: -13; MITF act: 10; Rtt109 Vps75: 0; SR-BI DiI inh: -4; HTR5A ag ctr: 2; SR-BI DiI-HDL act: 4; CDK5 inh: 1.4; dFosB act: -12; Wnt bcat act: -2; RTF Ca sens act: 5

How did COc1ccc([C@@H]2CC=C(C(=O)O)[C@H](c3ccc(F)cc3)N2S(=O)(=O)c2ccc(C)cc2)cc1OC do in these assays?
PvdQ inh: 3; MITF act: -8; Rtt109 Vps75: -10; SR-BI DiI inh: 13; HTR5A ag ctr: 2; SR-BI DiI-HDL act: -13; CDK5 inh: -1.1; dFosB act: -6; Wnt bcat act: -2; RTF Ca sens act: 4

Results for COc1ccc2c(C)c(CC(=O)N3CCN(C(=O)C4COc5ccccc5O4)CC3)c(=O)oc2c1C (configuration not stated) ?
PvdQ inh: -9; MITF act: 12; Rtt109 Vps75: -7; SR-BI DiI inh: 38; HTR5A ag ctr: 5; SR-BI DiI-HDL act: -38; CDK5 inh: 1.2; dFosB act: -16; Wnt bcat act: -1; RTF Ca sens act: -3

What do the screens show for `Cc1cc(C)c2c(n1)nn1c(NCCCN(C)C)cc(C)nc21`?
PvdQ inh: -21; MITF act: -1; Rtt109 Vps75: inactive; SR-BI DiI inh: -8; HTR5A ag ctr: -3; SR-BI DiI-HDL act: 8; CDK5 inh: -2.1; dFosB act: 7; RTF Ca sens act: -1

Results for CN(C)S(=O)(=O)c1ccc(C(=O)Nc2cc(=O)n(C)c(=O)n2C)cc1 ?
PvdQ inh: 6; MITF act: 8; Rtt109 Vps75: -2; SR-BI DiI inh: 4; HTR5A ag ctr: 4; SR-BI DiI-HDL act: -4; CDK5 inh: -0.7; dFosB act: -1; Wnt bcat act: -3; RTF Ca sens act: 4

Results for O=C(Nc1ccc2c(c1)OCO2)C1CC(=O)N(c2ccccc2)C1 (configuration not stated) ?
PvdQ inh: 19; MITF act: 1; Rtt109 Vps75: 1; SR-BI DiI inh: -13; HTR5A ag ctr: 0; SR-BI DiI-HDL act: 13; CDK5 inh: -0.4; dFosB act: 4; Wnt bcat act: -1; RTF Ca sens act: -3

Results for COc1ccccc1NC(=O)CSc1ccc2nnc(-c3ccc(C)cc3)n2n1 ?
PvdQ inh: 1; Rtt109 Vps75: -19; SR-BI DiI inh: 55; HTR5A ag ctr: 8; SR-BI DiI-HDL act: -55; CDK5 inh: 0.1; dFosB act: -20; Wnt bcat act: -5; RTF Ca sens act: 2

What do the screens show for `Clc1cccc(NCc2nnc(SCc3ccc(Cl)cc3Cl)o2)c1`?
PvdQ inh: -22; MITF act: -8; Rtt109 Vps75: -7; SR-BI DiI inh: 2; HTR5A ag ctr: 10; SR-BI DiI-HDL act: -2; CDK5 inh: -0.5; dFosB act: 1; RTF Ca sens act: -3

Results for O=C(NCc1ccccc1)c1cc(-c2cccc(O)c2)on1 ?
PvdQ inh: 0; Rtt109 Vps75: -7; SR-BI DiI inh: -2; HTR5A ag ctr: 4; SR-BI DiI-HDL act: 2; CDK5 inh: 0.0; dFosB act: 0; Wnt bcat act: 20; RTF Ca sens act: 0

Results for Cc1ccc(-c2cc(NC(=O)CCl)n(-c3ccccc3)n2)cc1 ?
PvdQ inh: -9; MITF act: 8; Rtt109 Vps75: 1; SR-BI DiI inh: -12; HTR5A ag ctr: 5; SR-BI DiI-HDL act: 12; CDK5 inh: 0.6; dFosB act: -8; Wnt bcat act: -6; RTF Ca sens act: 12

What do the screens show for `CCOC(=O)[C@H]1[C@H]2COc3ccc(Cl)cc3[C@H]2N2C(=O)CNC(=O)[C@@]12C`?
PvdQ inh: -11; MITF act: -11; Rtt109 Vps75: -7; SR-BI DiI inh: 13; HTR5A ag ctr: -7; SR-BI DiI-HDL act: -13; CDK5 inh: -0.7; dFosB act: -8; Wnt bcat act: -4; RTF Ca sens act: -1

How did Cc1nc2ccc(NC(=O)N3CCSCC3)cc2nc1C do in these assays?
PvdQ inh: 8; MITF act: 8; Rtt109 Vps75: -12; SR-BI DiI inh: -8; HTR5A ag ctr: 2; SR-BI DiI-HDL act: 8; CDK5 inh: 1.3; dFosB act: 0; RTF Ca sens act: -5

How did COc1ccc(Br)cc1CNc1ccc(N2CCOCC2)cc1 do in these assays?
PvdQ inh: -14; MITF act: 8; Rtt109 Vps75: -2; SR-BI DiI inh: 16; HTR5A ag ctr: -1; SR-BI DiI-HDL act: -16; CDK5 inh: 1.0; dFosB act: -5; Wnt bcat act: 4; RTF Ca sens act: -4

What do the screens show for `O=C(CCc1nnc2ccc(NCc3ccccc3)nn12)NC1CCCC1`?
PvdQ inh: -10; MITF act: -7; Rtt109 Vps75: -1; SR-BI DiI inh: -2; HTR5A ag ctr: 7; SR-BI DiI-HDL act: 2; CDK5 inh: 1.3; dFosB act: -1; Wnt bcat act: 0; RTF Ca sens act: -5

What do the screens show for `COc1ccc(/C=C/C(=O)Nc2ccc(-n3nncc3-c3ccc(OC)c(OC)c3)cc2)cc1OC`?
PvdQ inh: -5; MITF act: 2; Rtt109 Vps75: 6; SR-BI DiI inh: 70; HTR5A ag ctr: -6; SR-BI DiI-HDL act: -70; CDK5 inh: -0.8; dFosB act: 46*; Wnt bcat act: 5; RTF Ca sens act: 1

What do the screens show for `CCOc1c([N+](=O)[O-])cc2c(C)c(C(=O)N3CCN(C)CC3)oc2c1OCC`?
PvdQ inh: -8; MITF act: -6; Rtt109 Vps75: -6; SR-BI DiI inh: 5; HTR5A ag ctr: -1; SR-BI DiI-HDL act: -5; CDK5 inh: -0.9; dFosB act: -1; Wnt bcat act: -1; RTF Ca sens act: 0

What do the screens show for `CN(CC(=O)O)S(=O)(=O)c1cc(Cl)ccc1Cl`?
PvdQ inh: 16; MITF act: 0; Rtt109 Vps75: 17; SR-BI DiI inh: -43; HTR5A ag ctr: 1; SR-BI DiI-HDL act: 43; CDK5 inh: -0.4; dFosB act: -3; Wnt bcat act: 0; RTF Ca sens act: -1

Results for O=C(NCCO)C(=O)NCC1OCCCN1S(=O)(=O)c1cccs1 (configuration not stated) ?
PvdQ inh: -12; MITF act: 17; Rtt109 Vps75: -4; SR-BI DiI inh: -4; HTR5A ag ctr: 2; SR-BI DiI-HDL act: 4; CDK5 inh: 0.1; dFosB act: 1; RTF Ca sens act: 9

Results for COc1ccc(N(C(=O)c2ccco2)C(C(=O)NC2CCCC2)c2ccccc2)cc1 (configuration not stated) ?
PvdQ inh: -9; MITF act: 2; Rtt109 Vps75: 1; HTR5A ag ctr: 1; CDK5 inh: -0.3; dFosB act: -8; Wnt bcat act: -1; RTF Ca sens act: 2

What do the screens show for `CC(=O)c1cccc(NC(=O)c2ccc(C)o2)c1`?
PvdQ inh: -10; MITF act: 10; Rtt109 Vps75: -11; SR-BI DiI inh: -2; HTR5A ag ctr: 3; SR-BI DiI-HDL act: 2; CDK5 inh: 0.7; dFosB act: -3; Wnt bcat act: 12; RTF Ca sens act: 0

Results for CCOC(=O)C(=O)N/N=C/c1ccco1 ?
PvdQ inh: -12; Rtt109 Vps75: -1; HTR5A ag ctr: -3; CDK5 inh: -1.9; dFosB act: 0; Wnt bcat act: -2; RTF Ca sens act: -7

How did Cc1ccc(NC(=O)NNC(=O)C2CC(c3cccs3)=NO2)cc1 (configuration not stated) do in these assays?
PvdQ inh: -5; MITF act: 9; Rtt109 Vps75: -8; SR-BI DiI inh: -19; HTR5A ag ctr: -1; SR-BI DiI-HDL act: 19; CDK5 inh: 1.8; dFosB act: -5; Wnt bcat act: 0; RTF Ca sens act: -5

What do the screens show for `CCOC(=O)CC1C(C(=O)OCC)ON2OC(C(=O)OC)C(C(=O)OCC)C12` (configuration not stated)?
PvdQ inh: 7; MITF act: -13; Rtt109 Vps75: 0; SR-BI DiI inh: 15; HTR5A ag ctr: 1; SR-BI DiI-HDL act: -15; CDK5 inh: 0.6; dFosB act: 4; Wnt bcat act: -3; RTF Ca sens act: -8

What do the screens show for `CCN(CCCNC(=O)CCn1c(=O)[nH]c2ccccc2c1=O)c1cccc(C)c1`?
PvdQ inh: -2; Rtt109 Vps75: -2; SR-BI DiI inh: 41; HTR5A ag ctr: 2; SR-BI DiI-HDL act: -41; CDK5 inh: -0.8; dFosB act: -8; Wnt bcat act: -5; RTF Ca sens act: -1

How did O=S(=O)(O)c1ccc(NN=Cc2ccccc2O)cc1 do in these assays?
PvdQ inh: -6; MITF act: -2; Rtt109 Vps75: 0; SR-BI DiI inh: -24; HTR5A ag ctr: 1; SR-BI DiI-HDL act: 24; CDK5 inh: -1.0; dFosB act: -12; Wnt bcat act: 1; RTF Ca sens act: -6

How did CCCC(=O)Nn1cnc2c(c1=O)C1(CCCCC1)Cc1ccccc1-2 do in these assays?
PvdQ inh: -5; MITF act: -6; Rtt109 Vps75: -6; SR-BI DiI inh: 12; HTR5A ag ctr: -1; SR-BI DiI-HDL act: -12; CDK5 inh: 1.0; dFosB act: -4; RTF Ca sens act: 8

A section from the list above:
What do the screens show for `CC(=O)c1cccc(NC(=O)c2ccc(C)o2)c1`?
PvdQ inh: -10; MITF act: 10; Rtt109 Vps75: -11; SR-BI DiI inh: -2; HTR5A ag ctr: 3; SR-BI DiI-HDL act: 2; CDK5 inh: 0.7; dFosB act: -3; Wnt bcat act: 12; RTF Ca sens act: 0

Results for CCOC(=O)C(=O)N/N=C/c1ccco1 ?
PvdQ inh: -12; Rtt109 Vps75: -1; HTR5A ag ctr: -3; CDK5 inh: -1.9; dFosB act: 0; Wnt bcat act: -2; RTF Ca sens act: -7

How did Cc1ccc(NC(=O)NNC(=O)C2CC(c3cccs3)=NO2)cc1 (configuration not stated) do in these assays?
PvdQ inh: -5; MITF act: 9; Rtt109 Vps75: -8; SR-BI DiI inh: -19; HTR5A ag ctr: -1; SR-BI DiI-HDL act: 19; CDK5 inh: 1.8; dFosB act: -5; Wnt bcat act: 0; RTF Ca sens act: -5

What do the screens show for `CCOC(=O)CC1C(C(=O)OCC)ON2OC(C(=O)OC)C(C(=O)OCC)C12` (configuration not stated)?
PvdQ inh: 7; MITF act: -13; Rtt109 Vps75: 0; SR-BI DiI inh: 15; HTR5A ag ctr: 1; SR-BI DiI-HDL act: -15; CDK5 inh: 0.6; dFosB act: 4; Wnt bcat act: -3; RTF Ca sens act: -8
